CDK5 inh – inhibitors of human CDK5/p35 kinase, primary screen, biochemical, single concentration; 0.01% of 330,000 active; Recombinant CDK5/p35, ADP-Glo luminescence, 60 min; AID 488839, 2010; Cyclin-dependent kinase 5 (Homo sapiens) + Cyclin-dependent kinase 5 activator 1 (Homo …; inhibition, % at 10 µM;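 active = highest replicate inhibition of at least 50% and at least 75% of replicates reaching 50%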;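 also: plate controls were DMSO neutral control for no effect and GW8510 at 10 µM for full effect; many of its hits are not listed in these tables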
SR-BI uptake up – activators of SR-BI mediated DiI-HDL uptake, primary screen, ldlA[mSR-BI] CHO cells, DiI fluorescence. activation, % at 12.5 µM. AID 504775, 2011. 0.096% of 320,000 active. 3 h; 100 = double the neutral-control signal;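 active = mean replicate activation of at least 60% and every replicate at or above 60%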;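 also: 0% = median plate neutral-control signal and 100% = twice that signal; values of inactives mirror those of a sister screen read the other way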
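system = CHO ldlA[mSR-BI] cells, LDL receptor-null, SR-BI overexpressing | medium = Ham's F12 with 0.5% BSA, HEPES 25 mM, pH 7.4 | probe or stimulus = DiI-HDL 10 µg/mL | compound dosing = single-point compound dose | incubation = compound exposure 3 h, 37 °C | technique = DiI fluorescence, bottom read | read-out = cell-associated DiI fluorescence as measure of HDL uptake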
dFosB activator – activators of delta FosB homodimer, primary screen, biochemical, fluorescence polarization, TAMRA-CDK5 oligo, single point; activation, % at 25 µM; purified delta FosB; percent of positive-control signal above neutral wells; 0.99% of 340,000 active;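 active = mean activation above about 17%, with every replicate also reaching it, limit read from the data, passing the limit was not always enough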;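 also: fluorescence polarization rise as delta FosB binds a TAMRA Cdk5 AP-1 oligo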
MITF TRPM1 HTS – activators of MITF-driven TRPM1 promoter reporter, primary screen, cell-based, SK-MEL-5, luciferase, single point; SK-MEL-5 TRPM1-promoter luciferase, 24 h; % of positive control, neutral wells = 0; activation, % at 12.5 µM; 0.75% of 300,000 active;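 active = mean activation of at least 80% with every replicate also reaching 80%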;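 also: 0% = neutral control wells and 100% = parthenolide positive control wells; values of inactives mirror those of a sister screen read the other way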
PKA-R1A activ – activators of PKA-R1A holoenzyme, primary screen, biochemical, fluorescence polarization, Cy5-IP20, bovine R1A, mouse PKAc; PKA-R1A dissociation; scaled: DMSO 0%, 113 µM cGMP 100%; activation, % at 11.4 µM; 0.083% of 340,000 active; cAMP-dependent protein kinase type I-alpha regulatory subunit (Bos taurus) + …;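 active = percent activation above the mean of all tested compounds plus 3 SD, cut at about 19% in these data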;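 also: higher means more PKAc released from R1A so a rise in polarization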
PKA-R2B act – activators of PKA-R2B holoenzyme, primary screen, biochemical, fluorescence polarization, Cy5-IP20, human; cAMP-dependent protein kinase catalytic subunit beta (Homo sapiens) + cAMP-dependent …; PKA-R2B holoenzyme dissociation; R2B truncated from residue 108, S112A mutant; 0% DMSO only, 100% 113 µM cGMP; activation, % at 11.4 µM; 0.079% of 340,000 active;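 active = activation above a cutoff set at the mean over all compounds plus 3 SD, cut at about 18% in these data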;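 also: higher means more holoenzyme dissociation and a rise in polarization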
Target sequence (P31323 whole entry, looked up, other chains not shown, the tested form may be a part): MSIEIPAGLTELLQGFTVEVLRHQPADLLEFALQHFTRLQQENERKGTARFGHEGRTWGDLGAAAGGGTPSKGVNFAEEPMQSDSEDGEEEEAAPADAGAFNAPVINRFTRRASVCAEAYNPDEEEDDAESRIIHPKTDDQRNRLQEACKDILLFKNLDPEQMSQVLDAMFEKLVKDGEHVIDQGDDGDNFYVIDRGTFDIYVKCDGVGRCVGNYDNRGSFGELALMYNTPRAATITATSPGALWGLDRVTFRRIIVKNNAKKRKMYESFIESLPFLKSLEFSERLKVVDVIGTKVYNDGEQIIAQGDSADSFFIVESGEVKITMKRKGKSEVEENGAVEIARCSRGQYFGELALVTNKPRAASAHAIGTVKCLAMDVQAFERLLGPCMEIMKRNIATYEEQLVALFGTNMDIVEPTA
SUMO Mot1 rescue – yeast Mot1-301 growth rescue at high temperature, primary screen, SUMOylation pathway inhibitor project, S. cerevisiae, ATP luminescence, 38.5C. S. cerevisiae Mot1-301 growth rescue; percent above DMSO median, 100 means doubled. growth rescue, % at 18.8 µM. 1% of 320,000 active. AID 2716, 2010;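 active = every valid replicate shows activation above 250% relative to neutral control wells; inactive = the rest, any valid replicate at or below 250%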;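 also: OY570 slx delta 5 strain wells were the positive control but not used for scaling; some compounds called inactive have numbers as strong as hits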
Arrestin-AP2 inh – inhibitors of beta-arrestin/AP2 binding, primary screen, biochemical, GPCR trafficking, flow cytometry; 0.31% of 340,000 active; beta-arrestin 1 C-terminal peptide binding to AP2 beta2-adaptin appendage (human); FITC-arrestin peptide / GST-AP2 beads; AP2 beta2 appendage carries R879A mutation; inhibition, % at 10 µM;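 active = inhibition above a set limit, near 3 SD of compounds lacking own fluorescence, cut at about 54% in these data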;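 also: plate controls were DMSO wells for no effect and 5 µM unlabelled arrestin peptide for full effect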
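Material – GST-tagged AP2 beta2-adaptin appendage (R879A) on 4 µm glutathione beads · Probe or stimulus – fluorescein-tagged arrestin peptide at 50 nM final · Timing – 12 min plus 1 h, RT · Detection – bead flow cytometry, FITC channel · Read-out basis – inhibition as reduced fluorescein signal on beads, percent · Medium – PBS plus Tween 20 (0.05%) and BSA (0.1%)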
SR-BI HDL uptake – inhibitors of SR-BI mediated HDL lipid uptake, primary screen, ldlA[mSR-BI] cells, fluorescence, single point | ldlA[mSR-BI] CHO cells, DiI-HDL uptake fluorescence, 3 h | 0.96% of 320,000 active | Scavenger receptor class B member 1 (Mus musculus), Q61009 | inhibition, % at 12.5 µM;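 active = mean replicate inhibition of at least 70% and a set share of replicates each scoring 70 or more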;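 also: 0% = median of neutral control wells and 100% = median of positive control wells; values of inactives mirror those of a sister screen read the other way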
Target sequence (Q61009 whole entry, looked up): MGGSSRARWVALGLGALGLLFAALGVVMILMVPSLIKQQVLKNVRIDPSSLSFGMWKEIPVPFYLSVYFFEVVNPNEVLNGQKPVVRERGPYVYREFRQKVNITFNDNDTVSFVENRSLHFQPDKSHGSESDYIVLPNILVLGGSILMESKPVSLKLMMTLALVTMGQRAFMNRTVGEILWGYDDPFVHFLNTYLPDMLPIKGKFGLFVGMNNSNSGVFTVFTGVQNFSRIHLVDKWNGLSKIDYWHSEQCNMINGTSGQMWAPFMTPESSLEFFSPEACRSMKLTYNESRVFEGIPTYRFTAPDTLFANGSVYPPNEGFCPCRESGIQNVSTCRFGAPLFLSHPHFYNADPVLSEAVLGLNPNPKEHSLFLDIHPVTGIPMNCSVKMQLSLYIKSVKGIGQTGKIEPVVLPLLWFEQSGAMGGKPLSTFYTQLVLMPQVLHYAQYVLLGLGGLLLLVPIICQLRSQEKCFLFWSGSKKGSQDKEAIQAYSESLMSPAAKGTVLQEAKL
Pemphigus Ab inh – inhibitors of pemphigus antibody binding to DSG3, primary screen, biochemical, bead-based, flow cytometry, scFv-GFP; binding (percent of control), % at 10 µM; 0.48% of 310,000 active; Desmoglein-3 (Homo sapiens), P32926; DSG3-coupled beads, scFv-anti-DSG3-GFP binding; hits give low values;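 active = binding more than 3 SD below its plate's average and above zero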;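 also: hits lower antibody fragment binding to DSG3; some compounds called inactive have numbers as strong as hits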
NSD2 HMT inh – NSD2 histone methyltransferase inhibitors, primary screen, biochemical, AlphaScreen, single concentration, set 2; Histone-lysine N-methyltransferase NSD2 (Homo sapiens), O96028; NSD2 peptide methylation, 120 min; inhibition, % at 12.5 µM; 0.54% of 310,000 active; in the data active = inhibition above about 50%
* marks the source's active call; other numbers are inactive results; x = no result given.

SMILES | CDK5 inh | SR-BI uptake up | dFosB activator | MITF TRPM1 HTS | PKA-R1A activ | PKA-R2B act | SUMO Mot1 rescue | Arrestin-AP2 inh | SR-BI HDL uptake | Pemphigus Ab inh | NSD2 HMT inh
CCOCCCNCc1ccc(OC)cc1 | -0.7 | 9 | 1 | -1 | -6 | -2 | -17 | 27 | -9 | 99 | -2
COc1ccc(OCc2cc(C(=O)N3CCN(C4CCCC4)CC3)no2)c(Cl)c1 | -1.2 | -32 | -12 | 79 | -2 | -12 | -11 | 5 | 32 | 103 | 2
COc1cc(NC(=O)CN2C(=O)NC3(CCOc4ccccc43)C2=O)cc(OC)c1 (configuration not stated) | -0.3 | -1 | -5 | -10 | -5 | -1 | 9 | 22 | 1 | 98 | 1
CCCCn1c(N)c(N(CC(C)C)C(=O)CSCc2c(C)noc2C)c(=O)[nH]c1=O | 0.0 | 3 | -10 | 9 | 10 | -13 | 11 | 20 | -3 | 94 | -2
O=C(NCc1cccnc1)c1cccc(NS(=O)(=O)c2ccc(Br)cc2)c1 | -5.4 | 23 | -6 | -43 | -9 | -18 | -2 | 8 | -23 | 93 | 2
CC1(NC(=O)Nc2cc([N+](=O)[O-])ccc2O)CCS(=O)(=O)C1 (configuration not stated) | 1.1 | x | 0 | 5 | 0 | 6 | -4 | -8 | -21 | 101 | 0
CCCNS(=O)(=O)c1ccc(Oc2ncc(C(F)(F)F)cc2Cl)cc1 | -0.2 | -36 | -2 | x | -7 | 1 | -4 | -3 | 36 | x | 5
COC(=O)c1oc2ccc(Br)cc2c1NC(=O)c1ccccc1 | -0.7 | -5 | -1 | 10 | 3 | 8 | 10 | 7 | 5 | x | 1
COc1ccc(OC)c(C=Nc2ccccc2-c2nc3ccccc3[nH]2)c1 | x | -35 | -1 | 27 | -6 | -6 | 39 | 21 | 35 | 91 | -6
O=C(Nc1ccc(Nc2ccccc2)cc1)C(Cl)(Cl)Cl | 0.4 | -14 | 4 | 4 | 10 | -17 | 22 | 1 | 14 | 100 | 2
COCCOC1CCN(C(=O)c2ccc(OC)c(OC3CCN(C(C)C)CC3)c2)CC1 | 0.1 | 5 | 2 | -3 | -3 | -11 | 5 | -6 | -5 | 102 | 3
CC[C@H]1C/C=C\Cc2ccccc2[C@@H](C(=O)C[C@@H](O)CC(C)=O)OC1=O | 2.4 | 25 | 3 | 10 | 2 | -2 | 73 | 3 | -25 | 101 | x
Cc1cccc(NS(=O)(=O)c2ccc(C(=O)N3CC(C)OC(C)C3)cc2)c1C (configuration not stated) | 0.5 | 2 | -4 | -6 | -6 | -5 | -6 | -2 | -2 | 96 | -3
O=C(CCCn1c(=O)oc2ccccc21)Nc1cccnc1 | -0.5 | 6 | 0 | -2 | 10 | -9 | x | 9 | -6 | x | 0
CCOC(=O)N1CCC2(CC1)CC(=O)c1c(ccc3oc(C(=O)O)c(C)c13)O2 | 1.0 | 21 | -13 | 9 | -3 | 11 | -2 | 5 | -21 | 107 | -1
CS(=O)(=O)Oc1ccc2c(c1)O/C(=C\c1cccc([N+](=O)[O-])c1)C2=O | 0.0 | -8 | 7 | 6 | -6 | -9 | 384 | 7 | 8 | 87 | -1
COc1cccc(C2=CC(=O)C[C@H](c3ccc(Cl)cc3)C2)c1 | -0.1 | -58 | 7 | 7 | -4 | 0 | 2 | 22 | 58 | 103 | x
C=CC[C@]12C=C(OC)C(=O)C=C1O[C@@H](c1ccc3c(c1)OCO3)[C@H]2C | -0.6 | -33 | 5 | 9 | -9 | 5 | -20 | 6 | 33 | 107 | x
[O-][n+]1onc2c1CCc1nnccc1-2 | 1.4 | 22 | 2 | 5 | -7 | -7 | 2 | 0 | -22 | 106 | 1
O=C(O)CCn1c(=O)n(CCC(=O)O)c(=O)n(CCC(=O)O)c1=O | 0.5 | 31 | 2 | 6 | -6 | -4 | 442 | -9 | -31 | 97 | -3
O=[N+]([O-])c1ccc(Oc2ccc(F)cc2Br)c2ccncc12 | 0.2 | -26 | -2 | 4 | 10 | 6 | 31 | -3 | 26 | 96 | 9
Cc1ncoc1C(=O)N1CCCC(CCC(=O)NCc2ccccc2F)C1 (configuration not stated) | 2.4 | -3 | -3 | 3 | -13 | 6 | 6 | -13 | 3 | 101 | -5
CC(C)OC(=O)CSc1nc2cccnc2n1-c1ccc(F)cc1 | 0.2 | -15 | -7 | 7 | 4 | 2 | -2 | -1 | 15 | 100 | 1
CCOC(=O)C1CCCN(c2ccc(NC(=O)c3snc4c(=O)[nH]c(C)nc34)cc2)C1 (configuration not stated) | 0.7 | -57 | -1 | -27 | 1 | -4 | 22 | -6 | 57 | 99 | -1
O=C(NCC1CCCCC1)c1cc(S(=O)(=O)N2CCCCC2)ccc1Cl | -2.6 | -14 | 10 | 1 | -2 | -10 | 7 | -2 | 14 | x | -4

The list goes on; the last three above are carried over.
SMILES | CDK5 inh | SR-BI uptake up | dFosB activator | MITF TRPM1 HTS | PKA-R1A activ | PKA-R2B act | SUMO Mot1 rescue | Arrestin-AP2 inh | SR-BI HDL uptake | Pemphigus Ab inh | NSD2 HMT inh
CC(C)OC(=O)CSc1nc2cccnc2n1-c1ccc(F)cc1 | 0.2 | -15 | -7 | 7 | 4 | 2 | -2 | -1 | 15 | 100 | 1
CCOC(=O)C1CCCN(c2ccc(NC(=O)c3snc4c(=O)[nH]c(C)nc34)cc2)C1 (configuration not stated) | 0.7 | -57 | -1 | -27 | 1 | -4 | 22 | -6 | 57 | 99 | -1
O=C(NCC1CCCCC1)c1cc(S(=O)(=O)N2CCCCC2)ccc1Cl | -2.6 | -14 | 10 | 1 | -2 | -10 | 7 | -2 | 14 | x | -4
CC1CCN(C(=O)CN2c3cccc4cccc(c34)S2(=O)=O)CC1 | -0.2 | -4 | -6 | -14 | 1 | -5 | -6 | 4 | 4 | x | -1
Cc1c(CC(=O)NCCCC(=O)O)c(=O)oc2cc3occ(-c4ccccc4)c3cc12 | 2.2 | 17 | -14 | -1 | -3 | -12 | 34 | 18 | -17 | 106 | 1
C=CCn1cccc(C(=O)Nc2ccc(OC)c(OC)c2)c1=O | -0.6 | -4 | 0 | 9 | x | x | -2 | -1 | 4 | 105 | -1
O=C(NCCC1CCCCN1S(=O)(=O)c1cccs1)C(=O)Nc1ccccc1F (configuration not stated) | -1.4 | 5 | -2 | 3 | -2 | -4 | 10 | 28 | -5 | 103 | -1
COc1ccc(N(CC(=O)NCCSCc2cccc(Cl)c2)S(C)(=O)=O)cc1Cl | -1.3 | -15 | -13 | 11 | 5 | 0 | 4 | 3 | 15 | 109 | x
COc1cc(NC(=O)COC(=O)/C=C/c2c(C)nn(-c3ccc(F)cc3)c2Cl)cc(OC)c1 | -1.0 | -14 | -6 | -12 | -2 | 0 | 11 | 11 | 14 | 104 | -4
CC(C)NC(=O)N1CCC(c2nc3ccccc3s2)CC1 | 1.5 | -12 | -6 | -4 | -1 | 0 | 13 | 7 | 12 | 90 | 4
CCc1ccc(-c2cc(C)no2)cc1S(=O)(=O)N1CCOc2ccc(C)cc21 | 0.3 | -40 | -5 | -7 | -19 | -6 | 36 | 12 | 40 | 103 | -2
COc1ccc(C(CC(=O)NCc2ccco2)c2ccc(F)cc2)cc1 (configuration not stated) | -1.5 | -10 | 1 | x | -4 | -14 | -3 | 1 | 10 | 31* | 1
N#CCC(=O)N/N=C1\CCCCC1C1CCCCC1 (configuration not stated) | -0.5 | 8 | 4 | -10 | 7 | -7 | -5 | -20 | -8 | x | -4
COC(=O)c1ccccc1NC(=O)CSc1ccccn1 | 0.7 | -27 | 4 | 9 | -11 | -9 | -19 | -4 | 27 | 103 | -2
CCOC(=O)C1=C(CSc2nc3c(cc2C#N)CN(C)CC3)OC(N)=C(C#N)C1c1ccc(Cl)cc1 (configuration not stated) | 0.2 | 2 | -8 | 3 | 10 | 0 | -3 | -16 | -2 | 101 | 5
Cc1ccc(-n2ncc(C(=O)NCC3CCN(C4CCCC4)C3)c2C2CCN(C(=O)OC(C)(C)C)CC2)cc1 (configuration not stated) | -0.5 | 28 | -5 | 10 | -12 | 5 | -21 | 14 | -28 | 109 | 12
COc1ccccc1N(C)S(=O)(=O)c1ccc(C(=O)NCC2CCCCC2)cc1 | -2.6 | -6 | -12 | -3 | 7 | -5 | 6 | 3 | 6 | x | -1
O=C1/C(=C/c2ccccc2)SC(=S)N1C1CCS(=O)(=O)C1 (configuration not stated) | -0.8 | 3 | -3 | -10 | 7 | -8 | -14 | -10 | -3 | 109 | x
COc1ccc(N2C(=O)c3ccccc3S2(=O)=O)cc1 | -0.5 | -1 | 4 | 12 | -2 | -4 | 1 | -7 | 1 | 99 | -2
Cc1ccc(-n2c(SCC(=O)O)nc3sc4c(c3c2=O)C(C)CCC4)cc1 (configuration not stated) | -1.0 | 14 | -7 | -2 | 1 | -4 | -18 | 12 | -14 | 90 | -3
COc1ccc2c(c1)C(=O)N(c1ccccc1C)C(=O)C2(C)C | 0.5 | -31 | -3 | 0 | 0 | 0 | -5 | -4 | 31 | 83 | 0
COc1ccc(OCC(=O)OCCNC(=O)c2cccnc2)cc1 | 0.2 | 28 | -2 | -3 | 4 | -12 | 1 | 7 | -28 | 126 | -3
C=CCOC(=O)C1=C(C)NC(=O)NC1c1ccc(Cl)cc1 (configuration not stated) | 0.5 | -9 | -4 | 4 | 4 | 5 | -12 | -3 | 9 | 104 | x

Screening data from PubChem BioAssay.
